TLR9-MyD88 inh – inhibitors of TLR9-MyD88 association in cells, primary screen, cell-based, CHO, BLA complementation, fluorescence; CCF4 FRET ratio; AID 504734, 2011; inhibition, % at 4.98 µM; Toll-like receptor 9 (Homo sapiens) + Myeloid differentiation primary response protein …; hit rate 0.21% among 340,000;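 active = inhibition above the mean over all tested compounds plus 3 SD, cut at about 21% in these data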;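 note: 0% = DMSO only wells and 100% = clavulanate BLA inhibitor control wells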
NOD2-RIPK2 inh – NOD2-RIPK2 binding disruptors in cells, primary screen, fluorescence, CHO cells, BLA complementation; CCF4 ratio; inhibition, % at 4.98 µM; hit rate 0.38% among 360,000; in the data active = inhibition above about 21%;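 note: 0% = vehicle only and 100% = reference blocker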
Exocytosis inh – LAMP-1 surface exposure blockers, TALL-104 cells – cell-based, flow cytometry, MLPCN library, primary screen | TALL-104 LAMP-1 surface exposure; cells stimulated with thapsigargin and PMA | hit rate 0.66% among 360,000 | inhibition, % at 10 µM;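 active = inhibition above about 55%, limit read from the data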
NCOA3 inh – SRC3 coactivator transcriptional activity inhibitors, primary screen, cell-based, luminescence. Nuclear receptor coactivator 3 (Homo sapiens), Q9Y6Q9. hit rate 0.17% among 360,000. AID 588352, 2011. inhibition, % at 3.6 µM. HEK293 GAL4-SRC3 luciferase reporter;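 active = inhibition above a per-campaign cutoff, the mean of all compounds plus 3 SD, cut at about 60% in these data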;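 note: 0% = DMSO-treated cells and 100% = gossypol-treated cells at 36 µM; higher means less SRC3-driven luciferase light from the GAL4 reporter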
NCOA2 inhibitor – inhibition of GAL4-SRC2 driven luciferase reporter, primary screen, SRC2 inhibitor project, cell-based, luminescence | HEK293 GAL4-SRC2 luciferase reporter | inhibition, % at 9 µM | hit rate 0.17% among 370,000 | AID 651957, 2012;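 active = inhibition above the mean inhibition of all tested compounds plus 3 SD, set per campaign, cut at about 52% in these data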;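 note: 0% = DMSO treated cells and 100% = cells given Gossypol at 36 µM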
ABHD5 PLIN5 PPI – ABHD5-PLIN5 interaction inhibitors, primary screen, cell lysate, split luciferase complementation, luminescence. Perilipin-5 (Homo sapiens) + 1-acylglycerol-3-phosphate O-acyltransferase ABHD5 (Homo …. AID 602281, 2012. inhibition, % at 4 µM. hit rate 0.78% among 360,000. Split G. princeps luciferase complementation, 4 h;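 active = inhibition above the mean inhibition across every tested compound plus 3 SD, cut at about 22% in these data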;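 note: 0% = DMSO only wells and the 100% control is not disclosed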
TROY NFkB inh – inhibitors of TROY-driven NF-kB signaling, primary screen, Q293 LMP1-TROYcd cells, NF-kB luciferase, uHTS. hit rate 0.98% among 360,000. AID 1347056, 2019. inhibition, % at 10 µM. Q293 LMP1-TROYcd NF-kB luciferase reporter, 4 h;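 active = compounds whose plate-normalised and pattern-corrected inhibition of the luciferase reporter signal at the single screening dose is 50% or more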
NCOA1 inh – SRC1 coactivator transcriptional activity inhibitors, primary screen, cell-based, luminescence | HEK293 GAL4-SRC1 luciferase reporter | AID 588354, 2011 | hit rate 0.12% among 360,000 | inhibition, % at 3.6 µM | Nuclear receptor coactivator 1 (Homo sapiens), Q15788;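 active = inhibition above the campaign mean plus 3 SD, with each screening campaign given its own cutoff, cut at about 60% in these data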;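 note: 0% = DMSO treated cells and 100% = gossypol at 36 µM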
TWEAK-Fn14 inh – inhibitors of TWEAK-Fn14 signaling, primary screen, luciferase reporter cells, uHTS | inhibition, % at 10 µM | TWEAK-stimulated Fn14 reporter cells, luciferase luminescence, 8 h | hit rate 2% among 360,000; in the data active = inhibition above about 50%
COUP-TFII inh – NR2F2 transcriptional activity inhibitors, primary screen, cell-based, luciferase reporter, HEK293T, luminescence. AID 686940, 2013. inhibition, % at 8.6 µM. hit rate 0.7% among 370,000. COUP transcription factor 2 (Homo sapiens), P24468. HEK293T NGFI-A luciferase reporter;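 active = inhibition above a per-plate cutoff, mean inhibition of test wells between control levels plus 3 SD, cut at about 38% in these data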;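 note: cells cotransfected with COUP-TFII expression vector driving the NGFI-A reporter; 0% = median of COUP-TF2 test wells and 100% = reporter-only cells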
LRH-1 inv ag – LRH-1 (NR5A2) inverse agonists, primary screen, cell-based, luminescence, HEK293T, StAR-luciferase reporter; inhibition, % at 3.6 µM; AID 602396, 2012; Nuclear receptor subfamily 5 group A member 2 (Homo sapiens), O00482; hit rate 0.13% among 360,000; LRH-1 transfected, 24 h;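 active = inhibition above the mean inhibition of all tested compounds plus 3 SD, cut at about 73% in these data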;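 note: 0% = DMSO wells and 100% = reporter-only cells lacking LRH-1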
* marks the source's active call; other numbers are inactive results; nt = no result given.

Under each structure – TLR9-MyD88 inh	NOD2-RIPK2 inh	Exocytosis inh	NCOA3 inh	NCOA2 inhibitor	ABHD5 PLIN5 PPI	TROY NFkB inh	NCOA1 inh	TWEAK-Fn14 inh	COUP-TFII inh	LRH-1 inv ag
1	Clc1cccc(CSc2ccc(-c3cccnc3)nn2)c1
  13	0	4	7	14	4	-27	-6	-9	-1	1
2	CC(=O)c1cc2c(cc1C)CCCC2(C)C
  nt	-4	1	-2	-11	-1	1	10	-21	2	-15
3	COc1nc(Oc2ccc(=O)n(C)n2)nc(N(C)C)n1
  7	-12	1	-8	-2	-4	9	2	10	0	-5
4	CSc1ncc(CN2CCCC(C(=O)Nc3ccc(-c4ccco4)cc3)C2)cn1 (stereo unspecified)
  -5	8	1	-34	-7	35*	-7	-15	-18	-4	19
5	Cc1cc(Cl)ccc1OC(C)C(=O)Nc1cccc(S(=O)(=O)N2CCOCC2)c1 (stereo unspecified)
  3	-3	6	10	-27	-8	19	-6	-9	8	8
6	O=C(Nc1ccsc1C(=O)NC1CCCCC1)c1ccccc1
  -5	-6	1	2	-5	-1	20	4	18	-13	3
7	N#Cc1c(-c2ccccc2)nc(SCc2cccc(C(F)(F)F)c2)[nH]c1=O
  3	-12	1	21	15	-6	41	-2	4	11	11
8	COCCCNC(=O)c1ccccc1C(F)(F)F
  -7	-20	0	16	-10	0	6	-16	-2	-18	-6
9	Cc1c(NC(=O)C(C)OC(=O)c2ccc([N+](=O)[O-])s2)c(=O)n(-c2ccccc2)n1C (stereo unspecified)
  -8	-2	-3	24	-1	-2	-2	5	25	1	43
10	CCOC(=O)c1c(C)nc(C)c(C(=O)OCC)c1-c1ccco1
  -25	-6	0	15	-23	-1	-2	-21	-11	10	6
11	OCCN1CCN(CCOc2ccccc2-c2ccccc2)CC1
  9	0	1	10	0	10	-8	-5	18	3	-12
12	CCC(=O)N(c1nnc(SC(C)C(=O)Nc2ccc(N3CCOCC3)cc2)s1)C1CC1 (stereo unspecified)
  -7	3	0	-2	6	-6	-11	-13	-40	12	15
13	CC(=O)Nc1ccc(C2=CC(=O)CC(C)(C)C2)cc1
  -12	-9	46	4	-32	0	-28	-1	0	-11	42
14	N=c1n(CC(=O)c2ccc([N+](=O)[O-])cc2)c2ccccc2n1Cc1ccccc1Cl
  -4	-7	-10	19	-23	10	9	0	33	14	1
15	COc1ccc2[nH]c(=O)c(CN(Cc3nnnn3CCc3ccccc3)CC3CCCO3)cc2c1 (stereo unspecified)
  1	-6	1	-5	-3	10	-20	-16	-14	-7	-1

Records 13 through 15, reprinted for reference:
Under each structure – TLR9-MyD88 inh	NOD2-RIPK2 inh	Exocytosis inh	NCOA3 inh	NCOA2 inhibitor	ABHD5 PLIN5 PPI	TROY NFkB inh	NCOA1 inh	TWEAK-Fn14 inh	COUP-TFII inh	LRH-1 inv ag
13	CC(=O)Nc1ccc(C2=CC(=O)CC(C)(C)C2)cc1
  -12	-9	46	4	-32	0	-28	-1	0	-11	42
14	N=c1n(CC(=O)c2ccc([N+](=O)[O-])cc2)c2ccccc2n1Cc1ccccc1Cl
  -4	-7	-10	19	-23	10	9	0	33	14	1
15	COc1ccc2[nH]c(=O)c(CN(Cc3nnnn3CCc3ccccc3)CC3CCCO3)cc2c1 (stereo unspecified)
  1	-6	1	-5	-3	10	-20	-16	-14	-7	-1

The list continues.
Under each structure – TLR9-MyD88 inh	NOD2-RIPK2 inh	Exocytosis inh	NCOA3 inh	NCOA2 inhibitor	ABHD5 PLIN5 PPI	TROY NFkB inh	NCOA1 inh	TWEAK-Fn14 inh	COUP-TFII inh	LRH-1 inv ag
16	COc1ccc(OC)c(NC(=O)c2ccc3c(c2)C(=O)N(c2ccc(OC(C)=O)cc2)C3=O)c1
  1	-14	-6	-1	13	-4	-1	10	0	-4	15
17	CCc1cccc(NC(=O)[C@@H]2CCCN2C2=NS(=O)(=O)c3ccccc32)c1
  -11	-1	4	14	-4	2	-17	6	9	10	0
18	COc1ccc(NC(=O)CCN2C(=O)/C(=C/c3ccc4c(c3)OCO4)SC2=S)cc1
  -15	-2	3	18	-14	-8	-36	-29	-84	11	-2
19	COc1ccc(OC)c2[nH]c(=O)c(CCNC(C)=O)cc12
  2	-5	-1	-10	0	2	-6	-9	-21	0	-4
20	CC(=O)c1cccc(NC(=O)c2ccc(C(=O)Nc3cccc(C(C)=O)c3)nc2)c1
  -5	2	-1	-16	6	-2	14	-2	-8	-1	1
21	S=c1[nH]nc(-c2ccccc2)n1Cc1ccccc1
  1	-2	-3	-1	-3	-6	-1	3	0	-2	-10
22	O=C(NCc1csc(-c2cccs2)n1)c1cccc(Cl)c1
  -12	-11	-7	-4	-18	-5	-34	-21	-1	-23	-5
23	O=C1CCCC2=C1C(c1ccsc1)CC(=O)N2c1ccccc1F (stereo unspecified)
  1	-1	-7	13	31	-3	13	-14	-9	-3	2
24	OC(CNCCCN1CCCCC1)COc1ccccc1 (stereo unspecified)
  7	-4	4	13	-26	7	7	3	-6	5	19
25	C=CCc1ccccc1Oc1cc(OC)nc(N)n1
  3	2	-2	-13	-10	-2	-18	6	4	0	-8
26	CN(C)CCCNC(=S)N(CCO)Cc1cc2cc3c(cc2[nH]c1=O)OCO3
  -13	-6	-1	1	7	-2	18	-8	-9	10	9
27	COc1ccccc1CC(=O)N1CCC(n2nccc2NC(=O)C2CCOC2)CC1 (stereo unspecified)
  -10	-2	3	19	-15	-5	-31	-6	-11	-10	14
28	O=C(CCc1ccccn1)N1CCCC(Nc2cccc(F)c2)C1 (stereo unspecified)
  2	-17	-1	26	-3	9	-4	2	-2	-2	11
29	Cn1c(SCC(=O)c2c(N)n(C)c(=O)n(C)c2=O)nnc1-c1ccccc1
  -9	2	0	1	4	-3	8	1	6	0	7
30	O=C(Cn1c(=O)cnc2ccccc21)Nc1cccc(S(=O)(=O)N2CCOCC2)c1
  0	5	-2	9	-9	8	0	13	5	12	6

Next compounds follow:
Under each structure – TLR9-MyD88 inh	NOD2-RIPK2 inh	Exocytosis inh	NCOA3 inh	NCOA2 inhibitor	ABHD5 PLIN5 PPI	TROY NFkB inh	NCOA1 inh	TWEAK-Fn14 inh	COUP-TFII inh	LRH-1 inv ag
31	CCOc1ccc(C(C)=O)cc1N1C(=O)C2C3C=CC(C3)C2C1=O (stereo unspecified)
  4	1	-4	-6	nt	-3	-10	-3	-10	nt	-16
32	CC(=O)N1CCOC12CCN(Cc1ccccc1)CC2
  -1	-7	-2	11	0	-4	-5	-21	-9	7	22
33	CCC(=O)Oc1ccc(C(=O)Nc2c[nH]c(=O)[nH]c2=O)cc1
  -14	-2	-1	4	-6	1	18	-29	0	-2	-6
34	COc1ccc2c(c1OC)C(=O)N(c1ccc(C)cc1)C2
  0	-6	0	-96	-35	-2	-63	-93	6	-27	-110
35	CCNC(=S)Nc1ccc2c(c1)c(=O)n(C)n2Cc1ccc(Cl)cc1
  nt	-7	-4	4	0	-9	-29	-3	10	-10	-26
36	O=C(Nc1ccc(F)cc1)N1CCCN(c2nccc(C(F)(F)F)n2)CC1
  -7	0	-8	20	-21	-6	25	7	-3	-5	-14
37	Cc1nc(-c2ccccc2)sc1-c1ccn[nH]1
  -6	0	-1	-99	-46	-2	-45	-94	30	-57	-146
38	Cc1cc(NC(=O)COc2ccccc2C)ccc1NC(=O)c1ccco1
  -17	-12	-1	-8	-28	2	2	1	-8	4	-3
39	O=C(COC(=O)CCC(=O)Nc1nccs1)NCc1ccco1
  1	0	8	8	18	16	-19	21	-6	-1	-7
40	Cc1ccc(Cl)cc1NC(=O)Cn1nc(-c2cccs2)ccc1=O
  -6	-8	-10	5	-28	6	2	6	-17	3	4
41	Cc1cccc(Cc2nnc(CCC(=O)N(C)Cc3ccncc3C)o2)c1
  2	-16	0	9	5	-1	2	1	11	5	-3
42	COc1ccc(NC(=O)C2Cc3c(-c4cccc(C(C)=O)c4)ccnc3O2)cc1OC (stereo unspecified)
  nt	-33	5	7	19	12	37	29	38	75*	55
43	C#Cc1ccc(NC(=O)C2(C)CCN2C(=O)C2(c3ccccc3)CC2)cc1 (stereo unspecified)
  nt	-13	-2	9	-16	-4	11	4	21	8	-3
44	CSc1nc(N)nc(SCC(=O)Nc2ccc(Cl)cc2)c1C#N
  2	9	-2	29	14	12	26	10	14	3	33
45	Cc1cccc(NCc2ccccc2O)c1C
  2	-3	2	4	-15	-6	-1	-19	23	3	-19

Carrying on.
Under each structure – TLR9-MyD88 inh	NOD2-RIPK2 inh	Exocytosis inh	NCOA3 inh	NCOA2 inhibitor	ABHD5 PLIN5 PPI	TROY NFkB inh	NCOA1 inh	TWEAK-Fn14 inh	COUP-TFII inh	LRH-1 inv ag
46	Cc1ccc(C(=O)Nc2cccc3cccnc23)cc1C
  -3	-13	-7	-76	-71	0	-63	-39	-6	-33	-28
47	COc1ccc(CN=C2NN=C(c3ccc(Cl)cc3)CS2)cc1
  -2	4	0	2	4	-11	8	-14	-15	-20	-17
48	COc1ccc(NC(=O)COC(=O)c2cc(C)oc2C)cc1OC
  -6	-24	-14	15	13	4	-2	3	9	-10	-6
49	C=CCn1c(SCC#N)nc2sc(CC)cc2c1=O
  -2	-3	2	10	-11	5	8	6	22	3	4
50	Nc1ccc(Br)cc1Br
  -2	-9	-7	6	1	-15	4	1	12	-4	14
51	Cc1cccc(CSc2ncccc2C(=O)O)c1
  -3	2	5	4	-17	-5	-49	-14	-6	14	-2
52	Cc1cc(=O)oc2c(C)cc(C(C)(C)C)cc12
  1	2	12	2	4	-3	3	-5	-14	0	-14

From PubChem

The list is partial. The share of hits here may be higher or lower than overall.
